Assay outcomes deposited in PubChem BioAssay by Johns Hopkins Ion Channel Center.
CHT inh: inhibitors of human choline transporter CHT; B-score at 10 µM; 310,000 compounds, 0.86% hits; High affinity choline transporter 1 (Homo sapiens), Q9GZV3; CHT-expressing cells, membrane potential dye, choline response; hits give low values; AID 488975, 2010;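 active = B-score over 3 SD under the library average, and starting fluorescence ratio not unusually high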;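 note: choline stimulus applied at its EC90 after an EC20 pre-addition; B-score computed on integrated fluorescence ratio after choline addition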
Target sequence (Q9GZV3 whole entry, looked up): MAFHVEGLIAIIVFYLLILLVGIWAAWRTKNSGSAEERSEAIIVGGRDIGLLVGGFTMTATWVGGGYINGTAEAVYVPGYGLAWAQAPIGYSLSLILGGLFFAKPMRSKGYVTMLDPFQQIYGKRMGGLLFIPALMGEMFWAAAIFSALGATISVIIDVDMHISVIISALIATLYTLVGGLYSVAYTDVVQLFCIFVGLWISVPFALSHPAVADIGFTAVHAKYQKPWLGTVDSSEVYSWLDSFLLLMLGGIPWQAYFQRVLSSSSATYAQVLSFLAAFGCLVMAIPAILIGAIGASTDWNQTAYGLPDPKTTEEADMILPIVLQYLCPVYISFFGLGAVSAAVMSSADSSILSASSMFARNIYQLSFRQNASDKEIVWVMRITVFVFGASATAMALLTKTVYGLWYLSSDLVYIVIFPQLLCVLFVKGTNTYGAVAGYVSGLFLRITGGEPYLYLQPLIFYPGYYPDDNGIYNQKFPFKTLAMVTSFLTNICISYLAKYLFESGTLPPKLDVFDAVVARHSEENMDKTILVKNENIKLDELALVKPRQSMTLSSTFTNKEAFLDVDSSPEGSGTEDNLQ
Kir21 inh: inhibitors of mouse Kir2.1 inward-rectifier potassium channel. 310,000 compounds, 0.85% hits. B-score at 10 µM. Inward rectifier potassium channel 2 (Mus musculus), P35561. HEK293-Kir2.1, FluxOR thallium flux fluorescence; hits give low values;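 active = fluorescence ratio B-score at or below minus 3 SD of library scores, with starting-brightness B-score within 2 SD, cut at about -4.2 in these data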;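 note: channel flux triggered by added potassium and thallium sulfate stimulus; B-score of peak minus minimum fluorescence over baseline after thallium stimulus; more negative B-score means stronger Kir2.1 block with less thallium influx; some compounds called inactive have numbers as strong as hits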
Target sequence (P35561 whole entry, looked up): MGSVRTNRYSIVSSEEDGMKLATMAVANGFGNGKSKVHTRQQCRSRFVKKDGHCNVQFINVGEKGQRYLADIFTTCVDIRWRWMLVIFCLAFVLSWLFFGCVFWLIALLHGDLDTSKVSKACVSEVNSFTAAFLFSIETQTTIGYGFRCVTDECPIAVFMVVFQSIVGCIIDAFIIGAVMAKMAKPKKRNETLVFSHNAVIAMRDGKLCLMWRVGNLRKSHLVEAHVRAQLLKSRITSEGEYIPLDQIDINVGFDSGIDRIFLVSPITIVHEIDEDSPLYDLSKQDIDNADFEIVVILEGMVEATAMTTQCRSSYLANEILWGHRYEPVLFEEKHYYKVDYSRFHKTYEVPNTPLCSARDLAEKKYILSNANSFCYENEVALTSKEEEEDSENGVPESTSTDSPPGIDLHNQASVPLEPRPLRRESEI
* marks the source's active call; other numbers are inactive results; i = inactive; . = no result given.

Compound	CHT inh	Kir21 inh
COc1ccc2c(c1)C(NC(C)=O)C(=O)N2C (stereo unspecified)	i	-0.91
Cc1nn(-c2ccccc2)c(C)c1C(=O)OCC(=O)N1CCN(S(=O)(=O)c2ccccc2)CC1	i	0.01
Cc1ncc(CO)c(/C=N/NC(=O)c2ccc(Br)cc2)c1O	i	0.2
COC(=O)Cn1c(CN2CCC(Cc3ccccc3)CC2)nc2c1c(=O)n(C)c(=O)n2C	i	2
COC(=O)c1c(C)cc(O)cc1O	i	0.56
CCCCOC(=O)c1ccc(S(N)(=O)=O)o1	i	0.57
Cc1ccc(Cl)cc1-n1c(=O)cc(N2CCN(C(=O)c3ccco3)CC2)[nH]c1=O	i	1.2
Cc1cccc(N(C(=O)c2ccc(CN3CCOCC3)o2)C(C(=O)NC(C)(C)C)c2ccc(F)cc2)c1 (stereo unspecified)	i	2.4
CCNC(=O)c1sccc1-n1cccc1	i	0.19
Cc1ccccc1Cn1cnc2c(nnn2Cc2ccc(F)cc2)c1=O	i	1.3
CC(=O)c1cccc(NC(=O)C(C)OC(=O)Cc2c[nH]c3ccccc23)c1 (stereo unspecified)	i	-1.5
CCCC(c1nnnn1C(C)(C)CC)N(Cc1ccco1)Cc1cc2ccc(OC)cc2[nH]c1=O (stereo unspecified)	.	-0.19

New compounds follow.
Compound	CHT inh	Kir21 inh
CCN(/C=N/c1sc2c(c1C#N)CC(C)(C)NC2(C)C)CC	i	0.24
COc1nc(N)nc(NC23CC4CC(CC(C4)C2)C3)n1	i	-0.26
O=C(Nc1ccc2c(c1)OCCO2)C1CCN(C(=O)c2ccc([N+](=O)[O-])cc2)CC1	i	-1.2
COc1ccc(-c2nnn(CC(=O)OC3CCCCC3)n2)cc1OC	i	0.09
Cc1ccc(N2CC(C(=O)N3CCCCC3)CC2=O)cc1C (stereo unspecified)	i	0.07
Cc1ccc(NC(=O)N2CCCC(c3nc(-c4ccc(F)cc4)no3)C2)cc1 (stereo unspecified)	i	-1.2
O=C(c1ccc([N+](=O)[O-])cc1)N(Cc1cccs1)C1CCS(=O)(=O)C1 (stereo unspecified)	i	-0.43
COc1ccccc1C(=O)NCCOc1ccc(C)c(C)c1	i	1.1
CCOC(=O)C1CCN(c2ccc([N+](=O)[O-])cc2S(=O)(=O)N2CCOCC2)CC1	i	1.3
CCn1c(=O)c([N+](=O)[O-])c(NCCCn2ccnc2)c2ccccc21	i	-1.4
CCN(CC)S(=O)(=O)c1cc(C)ccc1NC(=S)Nc1cccnc1	i	-0.04
COc1ccc(NC(=O)CN2C(=O)c3ccccc3Sc3ccc(C(=O)N4CCOCC4)cc32)c(OC)c1	i	0.02

Further results.
Compound	CHT inh	Kir21 inh
O=C(COC(=O)/C=C/c1ccc(F)cc1)Nc1cccc(S(=O)(=O)N2CCCC2)c1	i	2.1
COc1ccccc1N1CC(C)(C)C(=O)N(C(=O)c2ccc(Cl)cc2)C1=S	i	0.4
CC(=O)Nc1ccc(NC(=O)N2CCCCC2)cc1	i	-0.1
O=C(Nc1ccc(Cl)c(C(F)(F)F)c1)N1CCCC(O)C1 (stereo unspecified)	i	0.5
CCCc1[nH]nc2c1C(C1CCCCC1)C(C#N)=C(N)O2 (stereo unspecified)	i	-1.5
CC(C)Sc1nc(SCC(=O)O)c2c3c(sc2n1)COC(C)(C)C3	i	0
COc1ccc(OC)c(/C=C/C(=O)OCC(=O)Nc2ccc3c(c2)OCCO3)c1	i	1.1
Cc1cc(C)nc(N2CCCC(C(=O)NCCc3ccccc3F)C2)n1 (stereo unspecified)	i	-0.04
O=C(O)CC(NC(=O)C1CCCCC1)c1ccc(OC2CCCC2)cc1 (stereo unspecified)	i	-0.13
O=C(NC(=S)N1CCCCC1)c1csc([N+](=O)[O-])c1	i	0.7
Cc1cccc2c1cnn2C(=O)Nc1ccccc1Cl	i	1.1
CCC(=O)N/C(=N/c1nc(C)cc(C)n1)Nc1ccc(OC)cc1	i	0.37

Random excerpt: 5 entries already listed.
Compound	CHT inh	Kir21 inh
CC(C)Sc1nc(SCC(=O)O)c2c3c(sc2n1)COC(C)(C)C3	i	0
CCOC(=O)C1CCN(c2ccc([N+](=O)[O-])cc2S(=O)(=O)N2CCOCC2)CC1	i	1.3
COc1ccc2c(c1)C(NC(C)=O)C(=O)N2C (stereo unspecified)	i	-0.91
CC(=O)c1cccc(NC(=O)C(C)OC(=O)Cc2c[nH]c3ccccc23)c1 (stereo unspecified)	i	-1.5
COc1ccc(OC)c(/C=C/C(=O)OCC(=O)Nc2ccc3c(c2)OCCO3)c1	i	1.1

Further structures follow.
Compound	CHT inh	Kir21 inh
Cc1nn(-c2ccccc2)c2[nH]c(=O)c(CNCC3CCCO3)cc12 (stereo unspecified)	i	1.6
COc1ccc(C2CC(=O)c3cnc(NC(=O)c4ccccc4OC)nc3C2)c(OC)c1 (stereo unspecified)	i	0.17
NC(=O)[C@H]1CC2(CC(c3cccc(NC(=O)[C@H]4CCC(=O)N4)c3)=NO2)CN1C(=O)c1ccccc1 (stereo partly specified)	i	-0.49
COc1ccccc1NC(=O)COc1ccc(/C=N/NS(=O)(=O)c2ccc(C)cc2)cc1	i	1.5
Cc1ccc(C=NCc2ccncc2)c(O)c1	i	0.56
CCCC(=O)Nc1cccc(-c2cn3cccnc3n2)c1	i	1.3
O=C1CCCC(O)=C1N=Nc1c(Cl)cc(Cl)cc1Cl	i	-0.03
COc1ccc(-c2coc3cc4oc(=O)cc(C)c4cc23)cc1F	i	-0.74
CC1=NN(C(=O)c2ccc(Cn3nc(C)c([N+](=O)[O-])c3C)o2)C(O)(C(F)(F)F)C1 (stereo unspecified)	i	-1.2
O=C(/C=C/c1ccccc1)NCCc1ccc2c(c1)OCCO2	i	-0.06
CCOc1ccc(CCNC(=O)CS(=O)Cc2nc(-c3ccc(C)cc3)oc2C)cc1OCC (stereo unspecified)	i	-0.94
Cc1ccc(Sc2cc(C)nc(-c3ccccn3)n2)cc1	i	3.2

Carrying on.
Compound	CHT inh	Kir21 inh
CC(NC(=O)c1ccccc1Cl)C1CC2CCC1C2 (stereo unspecified)	i	-0.78
Cc1ccc(-n2nc3ccc(NC(=O)c4ccc5c(c4)OCO5)cc3n2)cc1	i	-1.1
Cc1cc(-c2c(C)[nH]n(-c3ccc(Cl)cc3)c2=O)n[nH]1	i	1.4
Cc1oc(-c2ccc(Cl)cc2)nc1CN1CCCC(C(=O)N2CCOCC2)C1 (stereo unspecified)	i	1.3
O=C(CNc1cccc2ccccc12)N/N=C/C=C/c1ccco1	i	-2
COC(=O)CSc1nnc(-c2ccncc2)o1	i	1.2
COc1ccc(C(c2nnnn2Cc2ccccc2)N2CCN(c3ccccc3)CC2)cc1 (stereo unspecified)	i	0.05
CCN1CCSc2ccc(C(=O)NCc3ccccc3Br)cc21	i	4.6
Cc1scc(C(=O)O)c1-c1c(C(=O)O)csc1C	i	0.17
COc1ccc(NC(=O)CSc2nnc(-c3ccccn3)n2-c2ccccc2)cc1OC	i	0.69
C/C=C/C(=O)Nc1nnc(C2CCCCC2)s1	i	-0.01
CCC1CCCCN1CCCNC(=O)CCC(=O)N1CC(C)Oc2ccccc21 (stereo unspecified)	i	0.78

3 entries already listed, arranged by length of the SMILES, lowest first:
Compound	CHT inh	Kir21 inh
C/C=C/C(=O)Nc1nnc(C2CCCCC2)s1	i	-0.01
CCN1CCSc2ccc(C(=O)NCc3ccccc3Br)cc21	i	4.6
CCC1CCCCN1CCCNC(=O)CCC(=O)N1CC(C)Oc2ccccc21 (stereo unspecified)	i	0.78

Later entries
Compound	CHT inh	Kir21 inh
CC1(c2ccc(Cl)cc2)NC(=O)N(CC(=O)NCc2ccc(F)cc2)C1=O (stereo unspecified)	i	-0.74
CC(=O)Nc1ccc(S(=O)(=O)N(C)CC(=O)OC(C)C(=O)N(C)Cc2ccccc2)cc1 (stereo unspecified)	i	0.85
CC(C)C(C(=O)N1CCN(Cc2ccccc2)CC1)c1ccccc1 (stereo unspecified)	i	2.1
c1ccc(Nc2ncnc3sccc23)cc1	i	-0.15
c1ccc2cc(OCCOCCOc3ccc4ccccc4c3)ccc2c1	i	-0.73
O=C(c1c(F)c(F)c(F)c(F)c1F)N(Cc1ccccc1)Cc1ccccc1	i	0.05
Cc1ccc(-n2c(C)cc(C(=O)CSc3nnc4ccccn34)c2C)cc1	i	-1.1
O=C(NC(=S)Nc1ccccn1)c1cc(-c2ccccc2)nc2ccccc12	i	1.6
N#CCSCC(=O)Nc1ccc(Cl)cc1	i	0.39
CC(C)n1cc(CN2CCN(C)C(CCO)C2)c2ccccc21 (stereo unspecified)	i	1
Nc1nc(SCc2ccc([N+](=O)[O-])cc2)c2ncn(C3OC(CO)C(O)C3O)c2n1 (stereo unspecified)	i	0.05
COc1ccc(/C=C(\NC(=O)c2ccccc2)C(=O)N/N=C/c2cccnc2)cc1	i	2.1

Continuation.
Compound	CHT inh	Kir21 inh
O=C(NNC(=S)NC1CCCCC1)c1ccc2c(c1)OCO2	i	-0.01
Cc1cc(=O)c2c(C)ccc(C)c2[nH]1	i	0.96
O=C(CN1CC(=O)Nc2ccccc21)Nc1ccc(F)c(F)c1	i	-0.41
CN=c1scc(C)n1/N=C/c1cc(Br)c(O)c(OC)c1	i	2.7
CCC(=O)Nc1ccc(C(=O)OCC(=O)c2cccs2)cc1	i	1.1
CCOC(=O)CNC(=O)CSc1nc(-c2ccc(C)cc2)ns1	i	5.6
Cc1ccc(NC(=O)COC(=O)COc2ccc(Cl)cc2)c([N+](=O)[O-])c1	i	0.26
CC1CCN(c2nc(-c3ccccc3O)nc3ccccc23)CC1	i	0.74
O=C(NC(Cc1ccccc1)C(=O)O)/C(=C\c1ccccc1)NC(=O)c1ccco1 (stereo unspecified)	i	0.49
O=C(Cc1ccsc1)NNC(=O)c1cccc(Cl)c1	i	0.16
O=C(N/N=C/c1cccnc1)C(=O)N1CCCCCC1	i	1.6
CC(=O)c1c(O)cc(=O)n(-c2ccccc2)c1-c1ccc(Cl)cc1	i	0.77

(list continues)
Compound	CHT inh	Kir21 inh
C=CCn1c(Cc2csc(N)n2)nnc1SCc1ccc(C(=O)OC)cc1	i	-0.43
COC(=O)c1ccc(C(=O)OC)c(NC(=O)Oc2ccccc2)c1	i	-0.31
CCN1CCN(C(c2cccs2)C(C)NC(=S)Nc2cccc(C)c2C)CC1 (stereo unspecified)	i	-3.6
COc1ccc(S(=O)(=O)N2c3ccccc3NC(=O)CC2C)cc1 (stereo unspecified)	i	-3.2
CCCCC(=O)NC1=NC(=O)C(C)(C)S1	i	0.57
CS(=O)(=O)c1ccc(Cl)c(NC(=O)c2cccc(N3C(=O)CCC3=O)c2)c1	i	0.04
CC(C)NC(=O)NC(=O)COC(=O)c1cc(S(=O)(=O)N2CCCCC2)ccc1N1CCOCC1	i	-1.6
Cc1noc(C)c1C(=O)N1CCCC(C(=O)c2cccc(OC(C)C)c2)C1 (stereo unspecified)	i	0.27
Clc1ccc(-c2cn3c(n2)SCC3)cc1	i	-1.4
CS(=O)(=O)c1ccc(Cl)c(NC(=O)CCNC(=O)c2ccco2)c1	i	1.7
O=C(Cc1ccccc1F)Nc1nc(-c2cccnc2)cs1	i	1
Cc1ccc(CSc2nnc(SCC(=O)N/N=C/C=C/c3ccco3)s2)cc1	i	0.71

(next part)
Compound	CHT inh	Kir21 inh
CCCC(C)C(=O)Nc1nc(C)c(-c2csc(Nc3ccc(Cl)cc3)n2)s1 (stereo unspecified)	i	0.42
O=C(CCc1nnc2ccc(NCc3ccco3)nn12)Nc1ccc(F)cc1F	i	0.45
O=C(NCc1ccco1)c1cc2n(n1)C(C(F)(F)F)CC(c1ccc(F)cc1)N2 (stereo unspecified)	i	0.99
Cc1cc(C)nc(OC(C(=O)O)C(OCCc2ccccc2)(c2ccc(F)cc2)c2ccc(F)cc2)n1 (stereo unspecified)	i	-0.84
COc1ccc(-c2nc(CS(=O)(=O)CC(=O)Nc3cccc(C(C)=O)c3)c(C)o2)cc1	i	-2
COc1cc(OC)cc(C(=O)N[C@H](C(=O)OCC(=O)Nc2ccc(F)c(F)c2)C(C)C)c1	i	0
COCCCn1c(=O)c2sccc2n(Cc2cccc(F)c2)c1=O	i	-0.55
COc1ccc(CCNC(=O)C2CC3Cn4c(nc5ccccc54)C3N2c2ccccc2)cc1 (stereo unspecified)	i	-1.8
COc1ccc(NC(=O)CS(=O)c2cccc(C(F)(F)F)c2)cc1 (stereo unspecified)	i	-0.8
COc1ccc(CCN2C(=O)C3C4C=CC(C4)C3C2=O)cc1OC (stereo unspecified)	i	-1.5
COC(=O)c1c(C)oc2c1cc(NS(=O)(=O)c1ccc(C(=O)O)cc1)c1ccccc12	i	1.9
Cc1nc(-c2ccccc2O)n(-c2ccccc2)n1	i	-1.2

The list continues.
Compound	CHT inh	Kir21 inh
Nc1n[nH]c(-c2ccc(Br)cc2)c1Cl	i	-0.05
Cc1noc(C)c1S(=O)(=O)N(CC(=O)NCc1ccc2c(c1)OCO2)c1ccc(C(C)C)cc1	i	-0.05
CCOC(=O)c1c(/N=C/c2cccc([N+](=O)[O-])c2O)sc(C)c1C	i	0.13
COc1cc(OC)c(C(=O)NNC(=S)NC2CCCCC2)cc1OC	i	1.5
